Bioassay records (PubChem BioAssay)
GLP1R ag – qHTS of GLP-1 Receptor Agonists | 0.007% of 380,000 active | Glucagon-like peptide 1 receptor (Homo sapiens), P43220 | Potency, µM (series often up to 45.6 µM), for the others: top-dose activation, usual class: activators | HEK293 GLP-1R CRE-luciferase, luminescence, 4-6 h; cells express a hypersensitive GLP-1R form; note: potency is the fitted concentration of half-maximal effect; % of control where 0% means no effect
IL2 activator – qHTS of IL-2 Activators | IL-2 activation reporter assay, cell-based qHTS; stimulated with anti-CD3/CD4/CD28 beads; in transgenic mouse T cells | 0.065% of 360,000 active | activation, % (series mostly up to about 46 µM) | AID 652025, 2013; in the data active = activation above about 50%; inconclusive = mostly about 30% to 49%; note: 0% is about no effect
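First, unstimulated transgenic mouse T cells were exposed to compound for 60 min. Next, anti-CD3/anti-CD4-coated beads with anti-CD28 were added. Finally, after 18 h at 37 degrees C, EGFP and DsRed were imaged.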
PTHR1 ag – qHTS for PTHR1 Agonists: Primary Screen. AID 743266, 2014. Parathyroid hormone/parathyroid hormone-related peptide receptor (Homo sapiens), Q03431. 0.075% of 410,000 active. Potency, µM (series often up to 115 µM), for inactives: top-dose activation, most hits filed as activators. HEK293 GP2 PTHR1 cells, GloSensor cAMP luminescence, 1 h; note: potency is the fitted concentration of half-maximal effect; nearly all actives have a fitted effect of over 55% in size; some results filed as inactive show a strong effect at the top dose; inactives centre near -15; many of its hits are not listed in these tables
Target sequence (Q03431 whole entry, looked up): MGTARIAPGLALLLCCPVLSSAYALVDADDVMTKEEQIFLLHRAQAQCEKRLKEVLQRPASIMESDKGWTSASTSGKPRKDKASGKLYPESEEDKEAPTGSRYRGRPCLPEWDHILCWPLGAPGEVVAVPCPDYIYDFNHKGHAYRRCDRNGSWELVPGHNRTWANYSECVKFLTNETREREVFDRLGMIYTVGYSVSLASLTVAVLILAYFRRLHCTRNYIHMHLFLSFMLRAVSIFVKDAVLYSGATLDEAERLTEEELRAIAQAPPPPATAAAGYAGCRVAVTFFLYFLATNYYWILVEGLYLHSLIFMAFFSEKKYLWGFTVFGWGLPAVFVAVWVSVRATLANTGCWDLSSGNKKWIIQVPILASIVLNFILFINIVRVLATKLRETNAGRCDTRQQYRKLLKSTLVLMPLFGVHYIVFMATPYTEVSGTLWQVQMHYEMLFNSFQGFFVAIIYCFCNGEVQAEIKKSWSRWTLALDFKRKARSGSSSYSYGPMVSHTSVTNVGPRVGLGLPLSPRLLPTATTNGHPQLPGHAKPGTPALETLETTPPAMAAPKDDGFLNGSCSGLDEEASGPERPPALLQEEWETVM
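HEK-293-derived GP2 cells expressing PTHR1 and a GloSensor cAMP reporter, 3,000/well, plated overnight, given luciferin plus IBMX (each 0.5 mM as added) for 1 h at 37 °C, then compound for 1 h at 37 °C. Luminescence was read after 15 min at room temperature.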
GLP1R inv ag – qHTS of GLP-1 Receptor Inverse Agonists (Inhibition Mode) | 1.6% of 410,000 active | Glucagon-like peptide 1 receptor (Homo sapiens), P43220 | AID 624417, 2012 | HEK293 GLP-1R CRE-luciferase, luminescence, 24 h; GLP-1R form is constitutively active | Potency, µM (doses to about 38.3 µM), inactives show at the highest dose activity change, negative = inhibition, most hits filed as inhibitors; note: potency is the fitted concentration of half-maximal effect; % is set by controls: 0 for no effect and ±100 for the full control effect; nearly all actives have a fitted effect of over 55% in size
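Constitutively active GLP-1R drives a cAMP-responsive luciferase in stably transfected HEK293 cells; test compounds are added after overnight (12 h) attachment and left 24 hr, and signal loss in luminescence marks inhibition.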
EPAC1 ag – qHTS for Agonist of cAMP-regulated guanine nucleotide exchange factor 3 (EPAC1): primary screen; Rap guanine nucleotide exchange factor 3 (Homo sapiens), O95398; EPAC1 agonist qHTS, biochemical assay; response scale: 100% = response to 6.5 mM cAMP; Potency, µM (titrated, usually from 154 µM), without a hit: at the highest dose activation, usual class: activators; 0.073% of 360,000 active; AID 720707, 2013; note: potency is the fitted concentration of half-maximal effect; nearly all actives have a fitted effect of over 60% in size
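Read-out is the fluorescence drop as BODIPY-GDP leaves Rap1B (480 nm excitation, 540 nm emission), recorded every 5 minutes over 30 minutes. Reactions held 100 nM EPAC1, 250 nM Rap1B–BODIPY-GDP and 50 uM GDP, with 6.5 mM cAMP setting full activation.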
PLK1 PBD block – qHTS for Inhibitors of PLK1-PDB (polo-like kinase 1 - polo-box domain): Primary Screen | Serine/threonine-protein kinase PLK1 (Homo sapiens), P53350 | Plk1 PBD binding of FITC phosphopeptide, fluorescence polarization | Potency, µM, for the others: max response, negative = inhibition, most hits filed as inhibitors | 2.8% of 360,000 active | AID 720504, 2013; note: potency is the fitted concentration of half-maximal effect; series mostly up to about 57 µM; % is set by controls: 0 for no effect and ±100 for the full control effect; nearly all actives have a fitted effect of over 65% in size
PI5P4K alpha inh – qHTS for Inhibitors of phosphatidylinositol 5-phosphate 4-kinase (PI5P4K); 1.2% of 330,000 active; max response, %; PI5P4Kalpha enzyme, ADP-Glo luminescence, 60 min; stronger effect = lower value; Phosphatidylinositol 5-phosphate 4-kinase type-2 alpha (Homo sapiens), P48426; active = max response of -50% or lower; inconclusive = between -30% and -50%; inactive = -30% or higher; note: value at the top dose of about 77 µM; % is set by controls: 0 for no effect and ±100 for the full control effect
Target sequence (P48426 whole entry, looked up): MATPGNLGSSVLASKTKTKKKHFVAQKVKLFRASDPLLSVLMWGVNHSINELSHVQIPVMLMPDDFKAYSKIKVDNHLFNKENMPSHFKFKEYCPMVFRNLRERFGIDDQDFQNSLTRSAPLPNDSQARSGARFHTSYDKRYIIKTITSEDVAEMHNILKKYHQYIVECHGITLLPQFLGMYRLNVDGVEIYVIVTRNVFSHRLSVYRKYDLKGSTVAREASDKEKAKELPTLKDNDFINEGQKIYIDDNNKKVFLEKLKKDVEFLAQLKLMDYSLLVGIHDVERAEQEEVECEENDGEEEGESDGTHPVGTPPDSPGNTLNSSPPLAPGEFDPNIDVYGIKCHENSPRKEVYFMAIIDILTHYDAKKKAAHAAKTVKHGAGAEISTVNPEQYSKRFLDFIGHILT
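Quantitative HTS of the MLSMR library against PI5P4Kalpha with substrate. ATP added last at 5 microM final; room temperature, 60 minutes. Remaining ATP depleted, ADP converted and read as luminescence.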
EPAC1 antagonist – qHTS for Antagonist of cAMP-regulated guanine nucleotide exchange factor 3 (EPAC1): primary screen; Potency, µM (doses to about 115 µM), without a hit: top-dose activity change, negative = inhibition, usual class: inhibitors; 0.14% of 360,000 active; EPAC1 GEF assay, Rap1b-BODIPY-GDP exchange fluorescence; Rap guanine nucleotide exchange factor 3 (Homo sapiens), O95398;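 note: potency is the fitted concentration of half-maximal effect; plate controls were vehicle for no effect and positive control for full effect; nearly all actives have a fitted effect of over 50% in size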
HEK293 tox – qHTS of GLP-1 Receptor Inverse Agonists: Cytotox Screen | HEK293 cAMP-luciferase reporter cells, luminescence, 24 h | Potency, µM (top dose mostly 38.3 µM), for the others: top-dose activity change, negative = inhibition, most hits filed as inhibitors | 0.13% of 410,000 active;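 note: loss of luciferase light is scored as toxicity; potency is the fitted concentration of half-maximal effect; % is set by controls: 0 for no effect and ±100 for the full control effect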
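Seeding density was 200 cells/uL; after overnight-length (12 h) culture, 23 nL compounds went on for 24 h at 37 °C. Readout used a luciferase detection reagent, luminescence taken after 12 min at room temperature.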
Numbers without * were called inactive; i = inactive; ? = inconclusive; . = no result given; [ ] = dose if it differs, or a comment. Unless noted, calls come from the whole dose curve; as a rule, active = well fitted curve in the direction sought with a large enough effect; inconclusive = small, poorly fitted or top-dose-only effect, or another doubt; inactive = no such curve, though single readings can be large; an effect the other way counts as inactive or inconclusive. The list is partial; the hit share may differ from the screen's.

SMILES	GLP1R ag	IL2 activator	PTHR1 ag	GLP1R inv ag	EPAC1 ag	PLK1 PBD block	PI5P4K alpha inh	EPAC1 antagonist	HEK293 tox
Cc1c(NC(=O)c2cc3ccccc3c(=O)s2)c(=O)n(-c2ccccc2)n1C	14%	-2.3	-22%	-19%	1%	-10%	0	-24%	-3%
O=C1C=C(c2ccc(Cl)nc2)C[C@@H](c2ccc3c(c2)OCO3)C1	4%	-0.5	-62%[inhibitor]	12%	-13%	-14%	-1	-12%	2%
O=C(c1ccc(-c2ccc([N+](=O)[O-])cc2)o1)N1CCCCCCC1	-2%	0.2	-23%	?	-8%	24µM*	?	-30%	-24%
CC(=O)OCC=C1CCC2C3CC(C)C4=CC(=O)CCC4(C)C3C(O)CC12C (stereo not drawn)	16%	-0.9	-16%	?	-9%	-19%	10	-17%	-19%
COc1ccccc1CN1CC(C(=O)N(C)CCc2nc3ccc(F)cc3[nH]2)CCC1=O (stereo not drawn)	9%	-0.9	i	-12%	14%	3%	1	-7%	-13%
Cc1ccc(Nc2ccc(S(=O)(=O)N3CCOCC3)cc2[N+](=O)[O-])c(C)c1	-2%	-0.5	-24%	?	0%	3%	-1	6%	-13%
CC(=O)Nc1cccc(OCc2c(F)cccc2Cl)c1	34%	-0.4	i	?	3%	-10%	0	-6%	-7%
CS(=O)(=O)Nc1ccc(C(=O)NCc2ccc3c(c2)OCO3)cc1	0%	0.3	-3%[57.5 µM]	4%	-2%	-6%	.	9%	0%
COC(=O)C1=C(C)N(Cc2ccccc2)C(=O)N[C@H]1c1ccccc1	-7%	0.2	-10%	?	11%	-17%	0	-14%	12%
COc1cccc2cc(C(=O)NC3CC(C)(C)NC(C)(C)C3)c(=O)oc12	-8%	-0.9	-3%	-1%	0%	0%	-3	12%	-12%
COc1ccc(-c2nc(N)ncc2Oc2ccccc2Br)c(O)c1	-1%	-3.3	i	-13%	9%	-7%	-20	-15%	-4%
Cc1cc(C)n(/N=C/c2c[nH]c3ccccc23)c(=O)c1C#N	-7%	-2.7	-13%	-1%	0%	-9%	.	7%	-2%
O=C(c1ccc(F)cc1)C1CCN(C(=O)NCc2ccccc2)CC1	0%	-0.5	-85%[inhibitor]	-22%	-10%	-1%	-5	5%	4%
CN(C)CCNC(=O)c1ccc2c(c1)NC(=O)c1ccccc1S2	12%	0.7	i	?	5%	-13%	-2	3%	-3%
Cc1ccc(NS(=O)(=O)c2ccc(NC(=O)c3cccc(NC(=O)C(C)C)c3)cc2)cc1	1%	-0.7	-44%[inhibitor][57.5 µM]	?	4%	-5%	-7	-13%	-8%
COc1ccc(CNC(=O)COC(=O)CCc2c[nH]c3ccccc23)cc1	9%	1.2	?	18%	-3%	-15%	-1	7%	1%
Cn1c(NC(=O)c2ccccc2)nc2ccccc21	-2%	0.8	-22%	?	-2%	5%	-1	-9%	-18%
CC(OC(=O)C1CCN(c2ccc(C(F)(F)F)cn2)CC1)C(=O)c1ccccc1 (stereo not drawn)	6%	-4.0	-29%	?	-1%	1%	18	-13%	4%
O=C(O)c1ccc2[nH]c3c(c2c1)CSCC3	-3%	0.0	i	4%	-1%	?	-9	1%	2%
CC12CCC(C(=NO)C1=O)C2(C)C (stereo not drawn)	-2%	-0.3	-24%	11%	3%	5%	0	2%	-2%

Three records picked at random from the list so far, as already listed:
SMILES	GLP1R ag	IL2 activator	PTHR1 ag	GLP1R inv ag	EPAC1 ag	PLK1 PBD block	PI5P4K alpha inh	EPAC1 antagonist	HEK293 tox
O=C(c1ccc(-c2ccc([N+](=O)[O-])cc2)o1)N1CCCCCCC1	-2%	0.2	-23%	?	-8%	24µM*	?	-30%	-24%
Cc1ccc(NS(=O)(=O)c2ccc(NC(=O)c3cccc(NC(=O)C(C)C)c3)cc2)cc1	1%	-0.7	-44%[inhibitor][57.5 µM]	?	4%	-5%	-7	-13%	-8%
COc1cccc2cc(C(=O)NC3CC(C)(C)NC(C)(C)C3)c(=O)oc12	-8%	-0.9	-3%	-1%	0%	0%	-3	12%	-12%

Returning to the listing, repeating the 2 entries before the break.
SMILES	GLP1R ag	IL2 activator	PTHR1 ag	GLP1R inv ag	EPAC1 ag	PLK1 PBD block	PI5P4K alpha inh	EPAC1 antagonist	HEK293 tox
O=C(O)c1ccc2[nH]c3c(c2c1)CSCC3	-3%	0.0	i	4%	-1%	?	-9	1%	2%
CC12CCC(C(=NO)C1=O)C2(C)C (stereo not drawn)	-2%	-0.3	-24%	11%	3%	5%	0	2%	-2%
CC1=C(C(=O)c2ccccc2)C(c2ccc(O)cc2)NC(=S)N1 (stereo not drawn)	-7%	1.5	-8%	2%	0%	-3%	-4	4%	-1%
CC1CCCCC1NC(=O)Cn1cnc2c1c(=O)n(C)c(=O)n2C (stereo not drawn)	-7%	0.6	-14%	-7%	-2%	9%	17	8%	-10%
CC[C@H](C)[C@@H](CN[C@H](C)CNC)NCCC(c1ccccc1)c1ccccc1	5%	0.2	i	?	-31%[inhibitor]	-3%	2	-10%	?
O=c1[nH]c2ccccc2nc1C(Nc1ccccc1)c1ccccc1 (stereo not drawn)	5%	1.7	i	?	13%	-7%	6	13%	-4%
CCOC(=O)c1c(NC(C)=O)sc2c1CCN(Cc1ccccc1)C2	0%	-1.6	i	4%	-8%	-1%	5	11%	2%
COc1ccc(NCc2cc3cc4c(cc3n(CC(=O)Nc3ccc(C)cc3C)c2=O)OCO4)cc1	-5%	.	-4%	6%	.	.	.	.	1%
O=C(CN1CCNCC1)Nc1ccc(Oc2ccccc2)cc1	-2%	-2.1	0%	?	7%	-6%	.	14%	10%
COCCNC(=O)C(C)N(c1ccc(OC)cc1)S(C)(=O)=O (stereo not drawn)	-7%	0.6	i	7%	-8%	-2%	1	3%	-17%
CC(=O)NNC(=O)c1sc(=S)n(C)c1C	1%	0.8	-2%	15%	5%	4%	-4	-5%	0%
CC1CC(C)CN(C(=O)CCNC(=O)Cn2cnc3ccccc3c2=O)C1 (stereo not drawn)	7%	0.0	-21%	8%	5%	-12%	7	-21%	-27%
COc1cccc(S(=O)(=O)NC2CCN(C#N)C2)c1 (stereo not drawn)	1%	-1.7	-18%	.	-18%	.	.	-8%	.
O=S(=O)(Nc1ccon1)c1ccc(Br)s1	-2%	1.2	-9%	-17%	3%	-8%	-8	-16%	-2%
COc1ccccc1NC(=S)NC1CCCCCCCCCCC1	-5%	-1.0	i	?	-3%	-16%	9	-19%	0.5µM*
Cc1ccc(-n2nc(C)cc2NC(=O)c2ccc(C)s2)cc1	-2%	-1.9	i	0%	6%	-7%	.	0%	-16%
CCOC1=C2[C@@H](CN(S(=O)(=O)c3ccc(C)cc3)[C@H]2c2cccc3ccccc23)[C@H]2C(=O)N(CC)C(=O)[C@H]2C1	-2%	-0.4	-25%	?	1%	-2%	26	4%	-2%
O=[N+]([O-])c1ccccc1S(=O)(=O)N1CCCC(C(F)(F)F)C1 (stereo not drawn)	3%	-0.1	-13%	?	4%	-4%	9	3%	2%
CC(=O)Nc1ccc(N2C(=O)C3C4CC(=O)C(c5ccccc54)C3C2=O)cc1 (stereo not drawn)	-18%	-0.2	-10%[57.5 µM]	3%	-4%	-10%	1	-11%	-8%
CCS(=O)(=O)N1Cc2ccccc2CC1C(=O)Nc1ccc(F)c(F)c1F (stereo not drawn)	11%	1.1	i	1%	3%	-3%	-23	-5%	-21%
COc1cc(Br)c(CC2c3cc(OC)c(OC)cc3CCN2C)cc1OC (stereo not drawn)	12%	-4.8	-11%	-12%	-6%	-12%	-1	-7%	56%[activator]
COC(=O)c1c(NC(=O)CSc2nnnn2-c2ccc3c(c2)OCO3)sc(C)c1C	-5%	-3.7	i	?	2%	-13%	.	-8%	-20%
CCN(CC)S(=O)(=O)c1ccc(OC)c(NC(=O)C(C)Oc2ccc3c(C)cc(=O)oc3c2)c1 (stereo not drawn)	3%	-0.5	-9%	-30%	4%	0%	9	-15%	?
CC(C)(C)NCC(=O)c1c[nH]c2ccccc12	-7%	0.6	-14%[57.5 µM]	-12%	2%	3%	0	9%	-8%
CC[C@H]1OC(=O)[C@H](C)[C@@H](O[C@H]2C[C@@](C)(OC)[C@@H](O)[C@H](C)O2)[C@H](C)[C@@H](O[C@@H]2O[C@H](C)C[C@H](N(C)C)[C@H]2O)[C@](C)(O)C[C@@H](C)C(=NOCOCCOC)[C@H](C)[C@@H](O)[C@]1(C)O	-3%	-0.3	3%	-22%	-9%	-20%	7	-17%	4%
CCOc1ccc(N2CC(C(=O)Nc3ccc(S(=O)(=O)N4CCOCC4)cc3)CC2=O)cc1 (stereo not drawn)	-11%	3.2	i	3%	6%	-2%	.	-6%	-2%
CCOc1cccc2sc(N(CCN(CC)CC)C(=O)c3ccc(S(=O)(=O)N4CCCC4)cc3)nc12	-10%	-4.5	i	?	-2%	-4%	-5	8%	-6%
